Screening results: PubChem, National Center for Advancing Translational Sciences (NCATS)
IMPase inh = cell-permeable inhibitors of inositol monophosphatase (IMPase) | P97697 | inhibition (IP1 accumulation), % at 46.1 µM | CHO-M1 cells, IP1 accumulation, HTRF TR-FRET ratio | AID 901 | 120,000 tested, under 10 active; active = well fitted curve in the direction sought with a large enough effect in the signal ratio, not every such curve was filed as active; inconclusive = small, poorly fitted or top-dose-only effect, or a change in a side signal; inactive = no such curve, though single readings can be large or run the other way; the % refers to the signal ratio;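 note: cells stimulated with carbachol in lithium chloride buffer; plate controls were DMSO basal wells for no effect and reference inhibitor wells for full effect; higher means more IMPase inhibition seen as more IP1 and lower FRET ratio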
Target sequence (P97697 whole entry, looked up): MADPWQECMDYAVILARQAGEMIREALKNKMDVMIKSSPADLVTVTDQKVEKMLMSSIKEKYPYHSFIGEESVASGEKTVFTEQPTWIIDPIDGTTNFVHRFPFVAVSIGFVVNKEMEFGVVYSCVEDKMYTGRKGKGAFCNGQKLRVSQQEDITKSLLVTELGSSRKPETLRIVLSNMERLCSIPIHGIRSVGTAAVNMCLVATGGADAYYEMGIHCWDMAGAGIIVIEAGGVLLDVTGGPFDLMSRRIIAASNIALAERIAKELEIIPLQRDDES
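CHO-M1, 2000 cells/well, cultured 16–30 h; cpd up to 46 uM; carbachol (50 uM solution, stimulation buffer w/ 50 mM LiCl, pH 7.4), 30 min 37C; IP-One TR-FRET, 10 min RT; Ex 320/Em 665, 620; Hill-fit AC50.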
12-hLO inh = blocks human 12-lipoxygenase activity. P18054. Potency, µM (highest dose often 57.1 µM), without a hit: at the highest dose activity change, negative = inhibition, actives largely listed as inhibitors. 0.12% of 150,000 active. purified 12-hLO, xylenol orange hydroperoxide absorbance; note: potency is the fitted concentration of half-maximal effect; nearly all actives have a fitted effect of over 55% in size; many of its hits are not listed in these tables
Target sequence (P18054 whole entry, looked up): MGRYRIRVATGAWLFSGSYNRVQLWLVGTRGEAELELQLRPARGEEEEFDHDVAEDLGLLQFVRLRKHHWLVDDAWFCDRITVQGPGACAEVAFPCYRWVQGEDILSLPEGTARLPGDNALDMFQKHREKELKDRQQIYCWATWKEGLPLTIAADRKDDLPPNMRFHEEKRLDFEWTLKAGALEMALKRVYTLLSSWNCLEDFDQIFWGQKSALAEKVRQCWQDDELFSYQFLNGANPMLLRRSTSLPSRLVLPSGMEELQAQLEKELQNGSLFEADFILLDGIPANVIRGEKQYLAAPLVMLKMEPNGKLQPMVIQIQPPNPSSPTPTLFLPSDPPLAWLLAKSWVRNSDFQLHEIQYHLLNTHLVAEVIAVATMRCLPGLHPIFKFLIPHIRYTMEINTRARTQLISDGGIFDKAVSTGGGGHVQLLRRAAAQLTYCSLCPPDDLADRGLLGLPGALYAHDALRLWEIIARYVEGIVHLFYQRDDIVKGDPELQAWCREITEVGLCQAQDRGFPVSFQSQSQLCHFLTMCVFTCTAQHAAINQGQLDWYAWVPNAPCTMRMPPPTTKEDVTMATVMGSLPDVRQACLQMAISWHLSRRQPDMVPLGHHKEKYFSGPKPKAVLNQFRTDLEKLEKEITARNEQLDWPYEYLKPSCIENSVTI
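Hydroperoxide output read as Fe(III)-xylenol orange absorbance, 573-to-405 nm ratio, after 30 min reaction with 40 uM arachidonic acid. Enzyme: 150 nM purified human 12hLO, 15 min compound preincubation; 25 mM Hepes pH 7.0, room temperature.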
PNC inhibitor = perinucleolar compartment assembly inhibition; AID 2417; 3.1% of 140,000 active; activity change (PNC), negative = inhibition, % at 10 µM; PC3M PTB-GFP, PNC prevalence imaging, 16 h; active compounds read low;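 active = readout at or below -70, meaning at least 70% loss of cells showing the perinucleolar compartment, a nuclear body marking cancer cells; inconclusive = readout between -30 and a set limit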;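 note: plate controls were DMSO wells for no effect and camptothecin positive control wells for full effect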
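Compounds are pinned in duplicate onto adhered PC3M cells stably expressing GFP-tagged PTB and incubated 16 h at 37 C. Cells are then fixed, nuclei stained with Hoechst, and PNC-positive cells counted.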
ALOX15B inhib = blocks human 15-lipoxygenase 2 activity. 0.56% of 110,000 active. Potency, µM (series often up to 57.1 µM), without a hit: at the top dose activity change, negative = inhibition, most hits filed as inhibitors. O15296. purified 15hLO-2, xylenol orange hydroperoxide absorbance; note: potency is the fitted concentration of half-maximal effect; nearly all actives have a fitted effect of over 60% in size; many of its hits are not listed in these tables
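Screening format was qHTS against 50 nM purified 15hLO-2 in Hepes pH 7.5 with detergent. Activity follows hydroperoxide formation from 45 uM arachidonic acid, measured as 573:405 nm absorbance ratio of the ferric-xylenol orange complex.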
* marks the source's active call; other numbers are inactive results; ? = inconclusive; . = not tested or not shown; [ ] = remark or other dose. Unless noted, calls come from the whole dose curve; as a rule, active = well fitted curve in the direction sought with a large enough effect; inconclusive = small, poorly fitted or top-dose-only effect, or another doubt; inactive = no such curve, though single readings can be large; an effect the other way counts as inactive or inconclusive. Unless noted, % is set by controls: 0 for no effect and ±100 for the full control effect. A portion of the library (hit frequency here may not be typical).

SMILES	IMPase inh	12-hLO inh	PNC inhibitor	ALOX15B inhib
O=C(NNC(=O)c1cccs1)c1ccc(Cl)cc1	.	-1%	-22	.
CC(=O)C1=C(O)C(=O)N(CCC(=O)O)C1c1ccccc1Cl (stereo not drawn)	-7	2%	9	5%
Cc1ccc(NC(=O)Cn2c(=O)n(Cc3ccco3)c(=O)c3ccccc32)c(C)c1	7	-6%	-13	-20%
N#Cc1ccccc1CN1C(=O)S/C(=C/c2cccn2-c2cccc(C(=O)O)c2)C1=O	0	-12%	27	?
O=C(NCc1ccccc1)C1CCN(S(=O)(=O)N2CCCCCC2)CC1	.	-3%	?	.
Cc1cccc2c(C(=O)n3cccn3)cc(-c3ccccc3Cl)nc12	-24	-15%	?	.
CC1(C)Cc2c(C#N)c(SCC(=O)c3ccccc3)nc(N3CCOCC3)c2CS1	0	-3%	-22	-13%
Cc1onc(-c2ccccc2)c1C(=O)N1CCOCC1	-5	0%	-109*	3%
COc1ccc(N(C(=O)c2cccc(OC)c2OC)C2C=CS(=O)(=O)C2)c(OC)c1 (stereo not drawn)	19	-2%	63	3%
COc1cc(N)c(Cl)cc1C(=O)CCC1CCN(CCNS(C)(=O)=O)CC1	-1	-5%	.	25%
COc1ccc(NC(=O)CC2C(=O)N(c3ccc(Cl)cc3)C(=S)N2NC(=O)c2cccc(F)c2)cc1 (stereo not drawn)	.	-1%	-28	.
O=C(Cc1ccc(S(=O)(=O)N2CCOCC2)s1)Nc1nc2c(s1)CCCC2	-1	-14%	-15	-9%
CCNC(=O)c1c(C)[nH]c(C(=O)OCC)c1C	-5	-1%	0	0%
Cc1ccccc1NC(=O)c1cc(C(=O)c2cc(Cl)ccc2O)cn(-c2ccccc2C)c1=O	.	-3%	22	.
Cc1cc(SCC(=O)c2ccccc2)nc(C)n1	3[9.22 µM]	-3%	-5	-1%
CCOC(=O)C1C(C(=O)OC)=C(C2=CCCCC2)c2ccccc2N1S(=O)(=O)C(F)(F)F (stereo not drawn)	.	0%[0.00818 µM]	.	10%[0.0915 µM]
CC(=O)c1cc2c(cc1NC(=O)CN1CCC(Cc3ccccc3)CC1)OCO2	6	3%	12	1%
O=C(Cc1ccccc1F)Nc1ccc(Cl)nc1	-3	1%	-14	.
COCCN(C(=O)CCCC(=O)Nc1ccccn1)C(C(=O)NC1CCCC1)c1ccc(C)cc1 (stereo not drawn)	10	-2%	42	1%
CCN(CC(=O)NCCc1ccccc1)S(=O)(=O)c1ccc(C)cc1	.	1%	-1	.

Nothing new here: entries from further up.
SMILES	IMPase inh	12-hLO inh	PNC inhibitor	ALOX15B inhib
O=C(NNC(=O)c1cccs1)c1ccc(Cl)cc1	.	-1%	-22	.
CC(=O)C1=C(O)C(=O)N(CCC(=O)O)C1c1ccccc1Cl (stereo not drawn)	-7	2%	9	5%
Cc1ccc(NC(=O)Cn2c(=O)n(Cc3ccco3)c(=O)c3ccccc32)c(C)c1	7	-6%	-13	-20%
N#Cc1ccccc1CN1C(=O)S/C(=C/c2cccn2-c2cccc(C(=O)O)c2)C1=O	0	-12%	27	?
O=C(NCc1ccccc1)C1CCN(S(=O)(=O)N2CCCCCC2)CC1	.	-3%	?	.
Cc1cccc2c(C(=O)n3cccn3)cc(-c3ccccc3Cl)nc12	-24	-15%	?	.
CC1(C)Cc2c(C#N)c(SCC(=O)c3ccccc3)nc(N3CCOCC3)c2CS1	0	-3%	-22	-13%
Cc1onc(-c2ccccc2)c1C(=O)N1CCOCC1	-5	0%	-109*	3%
COc1ccc(N(C(=O)c2cccc(OC)c2OC)C2C=CS(=O)(=O)C2)c(OC)c1 (stereo not drawn)	19	-2%	63	3%
COc1cc(N)c(Cl)cc1C(=O)CCC1CCN(CCNS(C)(=O)=O)CC1	-1	-5%	.	25%
COc1ccc(NC(=O)CC2C(=O)N(c3ccc(Cl)cc3)C(=S)N2NC(=O)c2cccc(F)c2)cc1 (stereo not drawn)	.	-1%	-28	.
O=C(Cc1ccc(S(=O)(=O)N2CCOCC2)s1)Nc1nc2c(s1)CCCC2	-1	-14%	-15	-9%
CCNC(=O)c1c(C)[nH]c(C(=O)OCC)c1C	-5	-1%	0	0%
Cc1ccccc1NC(=O)c1cc(C(=O)c2cc(Cl)ccc2O)cn(-c2ccccc2C)c1=O	.	-3%	22	.
Cc1cc(SCC(=O)c2ccccc2)nc(C)n1	3[9.22 µM]	-3%	-5	-1%
CCOC(=O)C1C(C(=O)OC)=C(C2=CCCCC2)c2ccccc2N1S(=O)(=O)C(F)(F)F (stereo not drawn)	.	0%[0.00818 µM]	.	10%[0.0915 µM]
CC(=O)c1cc2c(cc1NC(=O)CN1CCC(Cc3ccccc3)CC1)OCO2	6	3%	12	1%
O=C(Cc1ccccc1F)Nc1ccc(Cl)nc1	-3	1%	-14	.
COCCN(C(=O)CCCC(=O)Nc1ccccn1)C(C(=O)NC1CCCC1)c1ccc(C)cc1 (stereo not drawn)	10	-2%	42	1%

Other entries.
SMILES	IMPase inh	12-hLO inh	PNC inhibitor	ALOX15B inhib
CS(=O)(=O)N(CC(=O)Nc1ccc2c(c1)OCO2)Cc1ccc(Cl)cc1	4[1.84 µM]	0%	40	-9%[11.4 µM]
c1ccc2sc(NC3=NCN(C4CCCCC4)CN3)nc2c1	5	-3%	-20	31%[activator]
O=C(CC(Sc1n[nH]c(-c2ccccc2)n1)c1ccccc1)NCc1ccccc1 (stereo not drawn)	-13	-2%	6	.
COc1ccc(-c2cc(-c3ccc(OC)cc3)nc(-c3ccc4c(c3)NC(=O)CO4)c2)cc1	-3	-4%	-14	-2%
CC(C)(C)NC(=S)NC(=O)C12CC3CCC(CC(C3)C1)C2	17	-2%	22	.
CCCCCOCC1CC(C/C(C)=N/Nc2nc(-c3ccccc3)cs2)C(=O)O1 (stereo not drawn)	-6	-2%	36	?
COc1ccc(OC)c(N(CC(=O)Nc2ccc(NC(C)=O)cc2)S(C)(=O)=O)c1	0	-2%	-2	2%
NC(=O)N/N=C/c1c(F)cccc1F	.	0%	1	.
CC(=O)N1CCC(N(CCN2CCOCC2)C(=S)Nc2cc(C)ccc2C)CC1	.	-5%	148	.
O=c1[nH]c(CN2CCN(C/C=C/c3ccccc3)CC2)nc2ccccc12	12	-3%	?	29%
Cc1ccc2nc(Nc3ccc4[nH]c(=O)[nH]c4c3)c(-n3nc(C)cc3C)nc2c1	-6	0%	-2	7%[2.29 µM]
CCOC(=O)C1=C(c2ccccc2)O/C(=C(\C(=O)OC)C(F)(F)F)S1	0	-1%	-3	10%
Cc1ccc(CNC(=O)CCCn2c(=O)[nH]c3ccccc3c2=O)cc1	-8	-3%	-14	-9%
COC(=O)CC1=NC(=O)CS1	3	-2%	?	1%
N/C(=N\OC(=O)c1cccc([N+](=O)[O-])c1)c1cccnc1	4	-1%	?	.
Cc1cc(C(=O)Nc2ccon2)cs1	10	4%	?	1%
O=C(OCC(=O)N1CCN(C(=O)c2ccco2)CC1)c1cc(-c2cccc(Br)c2)nc2ccccc12	1	-1%	-25	9%
O=C(CSc1nc2ccc(NC(=O)CSc3nnnn3Cc3ccccc3)cc2s1)Nc1ccccc1	4	2%	259	.
CCOc1cc(OCC)cc(C(=O)Nc2cccnc2)c1	-13	-5%	-91*	-3%
Cc1ccc(C)c(NC2=NS(=O)(=O)c3ccccc32)c1	19	0%	-17	2%
COC(=O)c1c(NS(=O)(=O)c2ccc(C)cc2)sc2c1CCC(C)C2 (stereo not drawn)	6	2%	?	.
CCCCOCCCNC(=O)COc1ccccc1	-3	5%	?	0%
O=C(Nc1ccc(S(=O)(=O)N2CCCCC2)cc1)c1ccc(CN2CCc3ccccc3C2)cc1	11	-9%	21	6%
CCCCCNC(=O)c1cc(S(=O)(=O)N2CCCCC2)ccc1F	5	-4%	-15	1%
CC(=O)Nc1ccc(C(=O)Cn2nnc3ccccc3c2=O)cc1	?	-8%	?	6%
CCOc1ccc2c(c1)N(C(=O)CN1C(=O)CCC1=O)C(C)(C)C=C2C	1	-7%	-25	11%
C/C(=N\N=C(c1ccccc1)c1ccccc1)c1cccs1	9	2%	25	2%
O=C1CSC(=Nc2ccccc2)N1	-2	0%	22	-5%
CCOc1ccccc1NC(=O)CSc1nnc(-c2cnccn2)n1C	5	1%	28	1%
Cc1ccc(Nc2ncnc3sc(C)c(C)c23)cc1C	11	0%	?	9%
Cc1ccccc1OCC(=O)NCC1CCCO1 (stereo not drawn)	12	1%	?	4%[2.29 µM]
COc1ccc(-c2cc(C(=O)N3CCN(C(c4ccccc4)c4ccccc4)CC3)no2)cc1	4	0%	24	10%
CCCCOc1ccc(/C=C/C(=O)OCC(=O)N2CC(=O)Nc3ccccc32)cc1OCC	9	8%	19	.
Cc1c(O)nc(SC2CC(=O)N(c3ccccc3)C2=O)[nH]c1=O (stereo not drawn)	7	2%	30	-4%
CCOC(=O)CN1CC23C=CC(O2)C(C(=O)O)C3C1=O (stereo not drawn)	0	-3%	14	11%
O=C1NC(=S)N/C1=C/c1cc([N+](=O)[O-])ccc1O	10	-8%	31	-8%
COc1cccc(/C=N/NC(=O)c2ccccc2)c1OS(=O)(=O)c1ccccc1	.	-2%	?	.
Cc1ccc(O)c(/C=N/NC(=O)c2[nH]ncc2Br)c1	.	-4%	94	.
Cc1nc2ccc(S(=O)(=O)NCC(=O)N3CCC(N4CCCCC4)CC3)cc2s1	-2	2%	-17	3%
C(=N\n1cnnc1)/C1CCCCC1	11	0%	?	-5%
C/C(=N\NC(=O)c1ccc(CSc2nncn2C)cc1)c1ccc(C#N)cc1	2	1%	3	.
COc1ccc(CNC(=O)c2cnn3c(C(F)F)cc(C)nc23)cc1	.	-3%	-27	.
O=C(CCCO)N/N=C/c1ccccc1[N+](=O)[O-]	.	-2%	-9	.
Cc1ccc(-c2ccc(CCC(=O)O)n2-c2ccc(O)cc2)cc1	-3	-15%	-16	?
Cn1c(=O)[nH]c(=O)c2c1nc(N1CCCCCC1)n2CCCSc1nc2ccccc2o1	7	3%	?	-24%
CCC1(CC)C(=O)N(C)C(=O)NC1=Nc1ccccc1	-11	1%	?	13%
CC/C(=N\NC(=O)c1csc(C)c1C)c1cccs1	8	5%	60	-8%
Cc1nnc(SCC(=O)Nc2nc(C(C)(C)C)cs2)s1	-6	10%	?	4%
COCCCN=C(c1ccco1)n1c(=S)nc(-c2ccco2)n(CCCOC)c1=S	4	-18%	?	?
Cc1ccc(/C(N)=N/OC(=O)c2ccc3c(c2)OCO3)cc1	.	-2%	-3	.
CC(C)Cc1nc2n[nH]c(N)c2c2c1CCCC2	2	2%	10	18%
COc1ccc(CN2C(=O)NC3(CCCCC3)C2=O)cc1F	8	-1%	0	4%
COc1ccc(N2CCN(C(c3cc(OC)ccc3OC)c3nnnn3Cc3ccco3)CC2)cc1 (stereo not drawn)	15	-4%	?	1%
Cc1ccc(C(=O)N2CCSCC2)cc1	-4	-2%	-21	-2%
CCOC(=O)C1=C(C)NC(=O)NC1	-1	0%	3	-4%
CCOC(=O)Cn1c(=O)oc2cc(S(=O)(=O)N3CCCC(C(=O)OCC)C3)ccc21 (stereo not drawn)	-4	0%	4	-1%
CCOC(=O)c1c(NC(=O)CSc2nnc(CNc3ccc(F)cc3)o2)sc(C)c1C	6	-8%	-4	-2%
